Assay outcomes as filed in PubChem BioAssay.
MsrA inh – inhibits bovine methionine sulfoxide reductase A. AID 651718. purified bovine MsrA, absorbance read-out. 360,000 compounds, 0.75% hits. inhibition, % at 15.5 µM; in the data active = inhibition above about 4.5%;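 also: 0% = vehicle wells with enzyme and 100% = reference inhibitor wells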
MLLE-PAM2 inh – blocks PAM2 peptide binding to the PABP1 MLLE domain. GST-MLLE / FITC-PAM2 fluorescence polarization. P11940. inhibition, % at 20 µM. 360,000 compounds, 0.36% hits; in the data active = inhibition above about 35%, passing the limit was not always enough;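 also: plate controls were DMSO wells with GST-MLLE for no effect and wells lacking GST-MLLE protein for full effect; some results filed as inactive read as strong as hits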
CSN inh – inhibitors of human CSN-mediated cullin deneddylation. Purified CSN, SCF-Nedd8-OG deneddylation, fluorescence polarization. inhibition, % at 12.5 µM. 360,000 compounds, 0.38% hits. Q92905;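 active = pattern-corrected inhibition above about 35%, with an unprinted fluorescence ratio check between 0.5 and 1.5, limit read from the data, passing the limit was not always enough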;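 also: 0% = enzyme with substrate and 100% = substrate without enzyme; some results filed as inactive read as strong as hits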
Target sequence (Q92905 whole entry, looked up, one chain of several): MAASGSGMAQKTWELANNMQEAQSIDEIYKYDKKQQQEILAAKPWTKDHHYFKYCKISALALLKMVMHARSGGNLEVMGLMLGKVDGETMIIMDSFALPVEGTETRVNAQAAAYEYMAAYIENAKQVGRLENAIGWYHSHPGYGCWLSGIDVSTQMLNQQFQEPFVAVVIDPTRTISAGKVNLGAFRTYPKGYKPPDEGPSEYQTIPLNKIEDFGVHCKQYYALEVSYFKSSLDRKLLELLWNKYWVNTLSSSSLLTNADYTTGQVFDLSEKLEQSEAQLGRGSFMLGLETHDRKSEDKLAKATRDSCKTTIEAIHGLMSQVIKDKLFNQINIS
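Test system: Human Csn5 produced in HEK293T cells | Compound: 12.5 µM single point | Times: 90 min, room temperature | Signal: Fluorescence polarization readout | Read-out basis: % inhibition of substrate cleavage by Csn5 | Controls: no-enzyme wells high, enzyme-with-substrate wells low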
Rin1-Abl PPI inh – blocks binding of human Rin1 to Abl; P00519+Q13671; TR-FRET Rin1/Abl binding, biochemical; inhibition, % at 7.35 µM; 360,000 compounds, 0.4% hits; in the data active = inhibition above about 5%, passing the limit was not always enough
FAS TE block – blocks the thioesterase domain of human fatty acid synthase. P49327. recombinant FAS-TE, OMFH fluorogenic substrate, fluorescence endpoint. inhibition, % at 15 µM. 360,000 compounds, 0.67% hits;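 active = compounds whose normalised, plate-corrected inhibition of enzyme fluorescence in the single-dose primary screen is 50% or more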;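 also: 0% = DMSO with enzyme and 100% = substrate without enzyme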
Tb MetRS inh – blocks T. brucei methionyl-tRNA synthetase activity; purified T. brucei MetRS, ATP depletion, Kinase-Glo luminescence; inhibition, % at 11.9 µM; 360,000 compounds, 0.4% hits;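 active = inhibition above a per-plate cutoff of the control wells' mean inhibition plus 3 SD, cut at about 5.5% in these data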;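 also: 0% = DMSO wells median and 100% = median of wells with control inhibitor compound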
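Dosing: 11.9 µM compound single dose, 0.9% DMSO; Assay system: purified T. brucei MetRS enzyme; Measured by: Kinase-Glo luciferase luminescence reporting remaining unconsumed ATP; Schedule: 15 min plus 2 h at 25 °C.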
MsrA act – bovine methionine sulfoxide reductase A activation; purified bovine MsrA, absorbance read-out; activation, % at 10.6 µM; 360,000 compounds, 0.3% hits; in the data active = activation above about 7.5%;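 also: 0% = vehicle and 100% = reference activator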
Neddyl block – blocks human cullin neddylation. 360,000 compounds, 0.58% hits. P61081+Q13564. calls only at 25 µM. TR-FRET cullin neddylation, biochemical; in the data active = inhibition above about 36%
Target sequence (P61081 whole entry, looked up): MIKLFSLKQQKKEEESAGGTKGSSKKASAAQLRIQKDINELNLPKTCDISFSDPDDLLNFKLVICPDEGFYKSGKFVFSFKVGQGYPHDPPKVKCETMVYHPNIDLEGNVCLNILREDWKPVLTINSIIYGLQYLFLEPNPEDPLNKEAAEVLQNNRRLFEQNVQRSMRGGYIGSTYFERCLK
Target sequence (Q13564 whole entry, looked up): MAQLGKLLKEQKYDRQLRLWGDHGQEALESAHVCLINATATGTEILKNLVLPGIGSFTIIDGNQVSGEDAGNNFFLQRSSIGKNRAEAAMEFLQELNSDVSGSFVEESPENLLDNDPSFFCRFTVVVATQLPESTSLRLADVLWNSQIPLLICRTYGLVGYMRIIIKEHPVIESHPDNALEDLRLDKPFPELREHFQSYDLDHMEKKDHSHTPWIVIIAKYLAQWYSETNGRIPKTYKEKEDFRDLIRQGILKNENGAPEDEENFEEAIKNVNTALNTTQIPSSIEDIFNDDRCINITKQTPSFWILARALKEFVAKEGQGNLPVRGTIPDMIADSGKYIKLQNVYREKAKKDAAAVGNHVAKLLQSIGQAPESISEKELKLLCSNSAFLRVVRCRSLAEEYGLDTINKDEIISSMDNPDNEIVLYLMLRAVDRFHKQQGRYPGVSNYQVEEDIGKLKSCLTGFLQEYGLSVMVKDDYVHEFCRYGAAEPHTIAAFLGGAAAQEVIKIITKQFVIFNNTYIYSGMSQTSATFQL
E coli Lon inh – inhibitors of E. coli Lon protease; P0A9M0; purified E. coli Lon protease, fluorescence polarization; inhibition, % at 7.94 µM; 360,000 compounds, 0.42% hits; in the data active = inhibition above about 13%, passing the limit was not always enough;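 also: 0% = enzyme with probe and DMSO and 100% = no enzyme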
* = called active by the depositor; i = inactive; nt = no result given. Outcome played no part in choosing rows. Share with any hit: about 4%.

SMILES	MsrA inh	MLLE-PAM2 inh	CSN inh	Rin1-Abl PPI inh	FAS TE block	Tb MetRS inh	MsrA act	Neddyl block	E coli Lon inh
COc1ccc(C(=O)Oc2cccc3cccnc23)cc1[N+](=O)[O-]	1.1	-5	-2	0	6	-0.2	-3	i	-4
CC1Cc2cc(/C(O)=C3/C(=O)C(=O)N(CCCn4ccnc4)C3c3cccc([N+](=O)[O-])c3)ccc2O1 (stereo not drawn)	1.1	12	-1	-3	-2	-0.6	-11	i	4
COC(=O)c1ccc(N=Nc2ccccc2)cc1	1.1	9	2	2	-1	-0.4	-2	i	0
COc1ccc(N2CCN(C(=O)COc3ccc4ccccc4c3)CC2)cc1	0.2	-3	0	1	-7	-0.4	0	i	3
CNC(=O)c1[nH]cnc1C(=O)N[C@@H](Cc1ccccc1)C(=O)OC(C)(C)C	0.0	5	1	3	-4	-0.1	-1	i	2
Cc1onc(-c2ccccc2)c1C(=O)N(Cc1ccccc1)C(C)C	-1.4	-10	2	1	5	-0.4	1	i	-8
COc1ccc(OCC(O)CNc2ccc(Br)cc2)cc1 (stereo not drawn)	-0.6	-4	-5	0	13	-0.9	-6	i	-2
COc1cccc(CN2CC(C(=O)NCCCn3cccn3)CCC2=O)c1 (stereo not drawn)	-0.6	2	5	1	-7	-0.2	-1	i	-4
O=S(=O)(NC1CCCCC1)c1ccc(S(=O)(=O)N2CCN3CCCC3C2)cc1 (stereo not drawn)	0.4	1	-3	1	-7	-0.9	-2	i	-1
Cc1ccc(NC2=NCC(=O)N2C2CCCC2)cc1	-0.8	-20	0	3	-10	0.4	-6	i	-1

An excerpt of these results, as comma-separated lines.
compound,MsrA inh,MLLE-PAM2 inh,CSN inh,Rin1-Abl PPI inh,FAS TE block,Tb MetRS inh,MsrA act,Neddyl block,E coli Lon inh
O=S(=O)(NC1CCCCC1)c1ccc(S(=O)(=O)N2CCN3CCCC3C2)cc1 (stereo not drawn),0.4,1,-3,1,-7,-0.9,-2,i,-1
Cc1ccc(NC2=NCC(=O)N2C2CCCC2)cc1,-0.8,-20,0,3,-10,0.4,-6,i,-1
COc1ccc(N2CCN(C(=O)COc3ccc4ccccc4c3)CC2)cc1,0.2,-3,0,1,-7,-0.4,0,i,3

The list continues:
SMILES	MsrA inh	MLLE-PAM2 inh	CSN inh	Rin1-Abl PPI inh	FAS TE block	Tb MetRS inh	MsrA act	Neddyl block	E coli Lon inh
CCCNC(=O)C1(C)CCCN(C(=O)c2ccc(OC(F)F)cc2)C1 (stereo not drawn)	0.3	14	4	0	-10	0.4	-2	i	-11
COc1cccc(CCc2nnc(N)s2)c1	0.1	31	1	2	-2	-0.7	-7	i	4
COCCn1c(SCC(=O)NC2CCCC(C)C2C)nc2ccccc2c1=O (stereo not drawn)	0.0	-11	-5	3	8	-0.5	-2	i	5
Cc1ccc(-n2ncc(C#N)c2N)cc1	0.5	-10	-4	3	-6	-0.1	-3	i	-7
COc1cc(/C=C/c2nc(N)nc(-c3ccccc3O)n2)cc(OC)c1OC	1.0	2	0	-4	22	0.3	-3	i	1
CC(C)n1c(CSCc2ccc(Cl)cc2Cl)n[nH]c1=S	0.4	-1	-4	1	5	1.4	1	i	1
COc1cc2c(cc1NS(=O)(=O)N1CCCC1)oc1ccccc12	-0.1	-7	2	-2	18	-0.3	-2	i	-4
Cc1cc(C(=O)COC(=O)Cn2c(C(F)(F)F)nc3ccccc32)c(C)n1Cc1ccco1	-0.5	-5	7	3	13	0.3	-3	i	4
O=C(C1CCN(S(=O)(=O)c2ccc3c(c2)OCCO3)CC1)N1CCc2ccccc21	0.5	-2	-1	5	29	0.3	-4	i	-3
Cn1nc(C(=O)N2CCN(c3ccccc3F)CC2)c2c1-c1ccccc1S(=O)(=O)C2	2.6	2	0	-3	8	-0.6	-6	i	11
OC[C@@H]1CN(Cc2ccc3c(c2)OCO3)C[C@H](n2cnc3c(NC4CCCC4)ncnc32)O1	0.6	4	-4	1	-1	-0.1	2	i	-17
Cc1ccc(S(=O)(=O)NCCC(C)C)cc1[N+](=O)[O-]	0.0	3	-2	-2	9	-0.4	-5	i	4
CCO[C@@H]1OC(C(=O)N2CCN(Cc3ccc4c(c3)OCO4)CC2)=C[C@H](C2CC2)[C@H]1CCCO	0.3	9	4	1	-8	-0.3	0	i	-2
COc1ccc(NC(=O)CN(C)C(=O)c2ccc(N3CCCC3)c([N+](=O)[O-])c2)cc1	-1.2	11	0	-3	-4	-0.1	-2	i	9
NC(c1ccccc1)c1cccnc1 (stereo not drawn)	0.8	3	3	3	-7	-0.2	0	i	3
O=C(CN1CCCC1c1cccs1)Nc1cc(S(=O)(=O)N2CCCCC2)ccc1Cl (stereo not drawn)	1.5	4	-5	2	31	1.0	-2	i	-4
Cc1cccc(C(=O)OCC(=O)c2csc(N3CCCCC3)n2)c1[N+](=O)[O-]	1.9	12	6	0	40	-0.6	-7	i	11
Cn1c(NCc2ccco2)nc2c1c(=O)n(Cc1ccc(Cl)c(Cl)c1)c(=O)n2C	-0.8	-14	1	3	31	-0.2	-4	i	-5
CCN1C(=O)[C@H]2[C@@H](c3ccccc3)N[C@]3(CCCN(Cc4ccccc4)C3=O)[C@H]2C1=O	0.8	1	-2	-4	-6	-0.7	-2	i	-3
Cc1ccc(C(=O)Oc2oc(-c3ccco3)nc2C=Nc2ccc(Cl)cc2)cc1	-0.5	26	3	2	14	-0.3	-6	i	-1
COc1ccc(C(=O)C2CCCN(C(=O)c3csc(C(C)=O)c3)C2)c(C)c1 (stereo not drawn)	0.2	7	-4	1	0	-0.6	-1	i	-9
CCCc1nc2ccccc2n1CCOC	-0.3	-6	1	-1	-6	0.1	-1	i	1
Cn1c(-c2ccsc2)c(-c2cccs2)c2cc(Br)ccc21	1.4	5	5	0	22	-0.1	-2	i	-6
CC(C)NC(=O)N(C)C[C@H]1Oc2c(NC(=O)c3ccc(-c4nccs4)cc3)cccc2C(=O)N([C@@H](C)CO)C[C@H]1C	1.7	5	-4	1	-11	-0.2	0	i	4
Cc1ccc(NNC(N)=S)cc1Cl	1.1	-40	-5	0	-3	-0.6	-4	i	-1
O=C(CSc1nnc(-c2ccccn2)o1)Nc1ccccc1F	1.2	-18	-1	3	-5	-0.4	-4	i	6
CC1CCN(C(=O)c2ccc(N3C(=O)C4CCC(C)CC4C3=O)cc2)CC1 (stereo not drawn)	1.6	2	-2	0	-2	-0.1	3	i	-10
O=C(CNC(=O)c1ccccc1)Nc1cccc(C(F)(F)F)c1	2.2	-3	-2	1	-5	2.8	-2	i	-13
CN(CCc1ccccn1)C(=O)CCC1CCCN(C(=O)c2c3c(nn2C)CCCC3)C1 (stereo not drawn)	-0.3	-1	-4	-2	-1	0.2	0	i	-11
CC1(C)[C@H]2CC=C(CN3CCC(N4CCC(C(=O)N5CCCC5)CC4)CC3)[C@@H]1C2	0.7	5	0	-2	-6	-0.9	-1	i	0
COc1ccc(Cc2nc3ccc(C(=O)N(C)Cc4nccn4C)cc3o2)cc1	1.6	-3	-4	0	-7	-0.2	-1	i	-2
O=C(NNC1=C(C(=O)C(F)(F)F)CCC1)c1ccncc1	0.5	10	-1	-3	-2	0.4	-4	i	4
COc1cccc(NC(=O)C2CCC(CNS(=O)(=O)c3cccs3)CC2)c1 (stereo not drawn)	0.0	-11	2	1	-3	-1.6	-7	i	-6
C=CCn1cc(/C=C2/NC(=O)NC2=O)c2ccccc21	2.0	-1	2	0	-3	1.8	-5	i	-13
CCSc1ncc(/C=N/Nc2ccc(F)cc2)n1C	2.6	-10	-18	-2	-3	-1.7	-4	i	7
Cc1ccc(C(=O)OCC(=O)N(C)C2CCS(=O)(=O)C2)cc1[N+](=O)[O-] (stereo not drawn)	0.6	8	2	0	-6	-0.7	-5	i	-7
Cc1nn(C)c(=O)n1-c1ccccc1	0.3	8	-4	4	-4	-0.6	-4	i	-1
O=C1c2ccccc2NC(c2cccc([N+](=O)[O-])c2)N1CCc1ccccc1 (stereo not drawn)	0.3	-5	-2	2	30	-0.2	-3	i	-2
CCOc1ccccc1NC(=O)COC(=O)c1c[nH]c2ccccc12	1.0	-10	27	5	-2	-0.4	-7	i	12
CCOC(=O)c1cnc(-c2ccccc2)nc1Oc1ccc(Cl)cc1	-0.4	6	-2	-2	8	-1.1	-6	i	4
Cc1cc(C(=O)Nc2sccc2C#N)c2ccccc2n1	2.7	-59	14	-3	-4	0.1	-4	i	-31
COc1ccc(N2CCN(CCNC(=O)Nc3cccc(C)c3C)CC2)cc1	0.1	1	3	2	-2	1.8	-1	i	-1
CCc1nc2c(OCc3ccc(Cl)cc3)cccn2c1N(C)C(=O)c1ccco1	2.1	-7	0	-5	0	-0.3	-6	i	-1
COc1ccc(NC(=O)C[C@@H]2C(=O)N(c3ccc(OC)cc3)CC2(C)C)cc1	-0.1	5	1	1	-4	-1.2	-5	i	-2
O=C(c1ccccc1Br)N1CCN(Cc2ccc3c(c2)OCO3)CC1	0.5	-5	3	1	-1	-0.2	-4	i	4
COc1ccc(NC(=O)CS(=O)c2cccc(Cl)c2)cc1 (stereo not drawn)	0.4	-5	-2	0	-5	0.0	-2	i	-7
Cc1cc(F)ccc1C(O)c1ncc(-c2ccccc2F)[nH]1 (stereo not drawn)	3.3	-2	0	-2	-5	-0.4	-6	i	-7
C1=C(c2ccccc2)Nc2nnnn2C1	-0.5	25	1	-2	-8	-0.1	-2	nt	-5
Cc1cc(C)nc(NS(=O)(=O)c2ccc(NC(=O)CSc3nc(-c4ccccc4)c(C#N)c(=O)[nH]3)cc2)n1	0.5	14	-9	-53	-2	-0.7	-4	i	-3
COc1cccc(-c2c(C(=O)N/N=C(\C)c3ccco3)nnn2-c2nonc2N)c1	3.4	-13	1	-1	-3	-0.4	-5	i	-10

Next part
SMILES	MsrA inh	MLLE-PAM2 inh	CSN inh	Rin1-Abl PPI inh	FAS TE block	Tb MetRS inh	MsrA act	Neddyl block	E coli Lon inh
Cc1ccc(C)c(N2CCN(C(=O)c3ccc4c(=O)n5c(nc4c3)CCCCC5)CC2)c1	0.2	4	1	0	39	-0.3	-9	i	-1
Cn1ccnc1SCC(=O)c1ccc(O)cc1	2.0	-24	2	-1	-3	-0.4	-6	i	3
CCN(CC)CCn1c(SCC(=O)NCc2ccccc2)nc2c(sc3ccccc32)c1=O	-0.9	28	-9	-6	6	-0.1	-1	i	3
CCN1CCc2nc3ccccc3c(C(=O)Nc3ccc(F)cc3)c2C1	-1.2	-5	4	-3	-4	-0.1	-1	i	6
O=C(Nc1cc(F)ccc1F)c1cccc(-n2cnnn2)c1	-1.3	-13	-5	-3	8	-0.8	-6	i	-1
C/C(=N\NC(=O)c1ccc(C(=O)N/N=C(\C)c2ccco2)o1)c1ccco1	3.8	0	0	3	-2	0.0	-7	i	3
COC(=O)c1sc(=S)n(-c2ccccc2OC)c1N	2.1	11	1	-2	-8	-0.4	-1	i	-4
CCC(Oc1ccccc1OC)C(=O)Nc1ccc2c(c1)OCCO2 (stereo not drawn)	1.1	-97	5	-1	2	-0.1	16*	i	4
CCOC(=O)c1cc(-c2ccc(C#N)cc2)nc2c1c(C)nn2CCC#N	1.2	10	2	-3	-1	-0.2	-2	nt	0
O=C(NC(=S)Nc1ccccc1)c1cccs1	-1.0	27	0	2	1	0.1	-1	i	-2
